Yfh1-off respiration: enhancers of respiration in Yfh1-depleted yeast, dose response, Friedreich's ataxia, plus single-dose screen (AID 1465). actives 0.074% (n = 220,000). one-dose fold induction at 50 µM; EC50 in µM for titrated hits. S. cerevisiae Yfh1-off respiration, WST-1 reduction, 72 h; higher fold induction means a stronger effect;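 active means fold induction of absorbance versus untreated yeast above a set limit, then at least 30% activation at any dose in follow-up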;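 further: activators that raise dye reduction in frataxin-depleted yeast; strong numbers were not always called active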
Insulin prom up: MIN6 insulin promoter up-regulation. z-score at 5 µM. MIN6 insulin promoter-GFP reporter, high-content imaging; hits give high values. AID 1625. actives 0.3% (n = 190,000);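 active means z-score above 3 at 5 µM with at least 500 cells counted in the well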
MT stabilize HCS: microtubule stabilization, imaging screen | HeLa tubulin immunostaining HCS, 24 h; share of cells brighter than vehicle mean+2SD | % tubulin-high responders, % at 10 µM | actives 0.83% (n = 200,000) | AID 2205;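 active means plate Z-score above 3 for both tubulin-high and condensed-nucleus cell shares, with cell loss under 80%, at 10 µM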;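 further: anti alpha tubulin signal scored within the nucleus-defined area of each cell; some results filed as inactive read as strong as hits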
WT yeast gro inh: growth inhibition of WT yeast, mitochondrial fusion screen. inhibition, % at 10 µM. actives 2.1% (n = 190,000). mitochondrial fusion phenotypic screen, WT strain; in the data active means inhibition above about 58%; tested in S. cerevisiae
Dynein cargo inh: dynein cargo transport inhibition. actives 0.47% (n = 220,000). 3617.4 mouse cells, GR-EGFP nuclear translocation imaging; test concentration mostly 20 µM; stimulated with dexamethasone, 1 µM; hits give low values. z-score, hits read low;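 active means plate z-score of nuclear minus cytoplasmic receptor signal below a set negative limit, without overly bright fluorescence or cell loss, cut at about -3.5 in these data, passing the limit was not always enough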;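 further: z-score of nuclear minus cytoplasmic ring GR-EGFP intensity difference per well; some compounds called inactive have numbers as strong as hits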
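Also added: dexamethasone, 1.0 µM final. Medium: tet-free, stripped-serum medium. Detection: fixed, Hoechst-stained cells imaged at 10x for EGFP. Read-out: nuclear-to-cytoplasmic GR-EGFP distribution per well. Times: induction 48 h, compound 1 h, agonist 30 min.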
AID2073: disruptors of CaV2.2 binding to Mint1 – biochemical, HTRF (AID 2073) | HTRF protein-protein interaction, Mint1-CaV2.2; higher % means a stronger effect | inhibition, % at 20 µM, or IC50 in µM where a hit was titrated | actives 0.19% (n = 290,000); in the data active means inhibition mostly above about 51%, no sharp cut-off; further: some results filed as inactive read as strong as hits
Autophagy mod: alters autophagy in cells. MEF GFP-LC3 puncta imaging; test concentration mostly 10 µM. calls only at 10 µM (by protocol). actives 0.98% (n = 190,000). AID 463193;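 active means percentage of spot-positive cells more than 3 SD above its plate mean, without a fluorescence outlier flag or 80% toxicity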;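 further: spot-positive cell cutoff set from DMSO-treated cells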
bCat nuc transl: alters nuclear translocation of beta-catenin in HeLa cells; immunofluorescence imaging; nuclear translocation activity, % at 5 µM; actives 0.3% (n = 190,000); AID 1665;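 active means nuclear translocation activity above 50% at 5 µM, with a well cell count of 50 or more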;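 further: per-cell ratio of nuclear to cytoplasmic median beta-catenin stain intensity; plate controls were DMSO negative control for no effect and GSK-3 inhibitor IX positive control for full effect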
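assay system = human HeLa cells, endogenous beta-catenin | times = compound treatment 24 h, 37°C, 5% CO2 | detection = Anti-beta-catenin immunofluorescence on PFA-fixed, Triton-permeabilized cells, DAPI nuclei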
HIV fusion peptide: cell-free HIV fusion peptide-binding blockers – biochemical, uHTS, fluorescence dequenching, primary screen (AID 1986); cell-free peptide binding, fluorescence dequenching, 30 min; higher % means a stronger effect; inhibition, % at 20 µM; hits with a dose series show IC50 in µM; actives 0.3% (n = 290,000); in the data active means inhibition mostly above about 52%, no sharp cut-off; inactive means mostly below about 76%; further: some results filed as inactive read as strong as hits
WT yeast gro inh mutant strain: further read-out of WT yeast gro inh, marked with its call; inhibition, %; mitochondrial fusion phenotypic screen, mutant strain inhibition
Dynein cargo inh cytoplasmic EGFP: recorded beside Dynein cargo inh, whose call it bears; z-score; measured here: cytoplasmic GR-EGFP intensity; hits give high values
Dynein cargo inh nuclear GR-EGFP: recorded beside Dynein cargo inh, whose call it bears; z-score; measured here: nuclear GR-EGFP intensity;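 lower value marks the stronger effect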
Dynein cargo inh cell count: second read-out of Dynein cargo inh, no call of its own (marks repeat the call); z-score; measured here: cell count per field
Insulin prom up cell count: recorded beside Insulin prom up, whose call it bears; cell count; measured here: cytotoxicity, nuclei count;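 total cells summed across four imaged fields per well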
bCat nuc transl cell count 5 µM: recorded beside bCat nuc transl, whose call it bears; cell count; measured here: cell count, cytotoxicity flag
MT stabilize HCS Hoechst-high %: also measured in MT stabilize HCS; calls as there; % Hoechst-high responders; measured here: nuclear condensation Hoechst responders;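 share of cells brighter than vehicle mean plus two SD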
MT stabilize HCS cytotoxicity %: further read-out of MT stabilize HCS, marked with its call; toxicity, %; measured here: cytotoxicity by cell density;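 0% = mean cell density of plate MIN control wells and 100% = no cells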
Autophagy mod cell loss 18 h: further read-out of Autophagy mod, marked with its call; toxicity, %; measured here: cell loss, nuclei count;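 cell loss after 18 h compound exposure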
The depositor's hits bear a star; i = inactive; x = no result given.

SMILES	Yfh1-off respiration	Insulin prom up	Insulin prom up cell count	MT stabilize HCS	MT stabilize HCS Hoechst-high %	MT stabilize HCS cytotoxicity %	WT yeast gro inh	WT yeast gro inh mutant strain	Dynein cargo inh	Dynein cargo inh cytoplasmic EGFP	Dynein cargo inh nuclear GR-EGFP	Dynein cargo inh cell count	AID2073	Autophagy mod	Autophagy mod cell loss 18 h	bCat nuc transl	bCat nuc transl cell count 5 µM	HIV fusion peptide
CCC(c1nnnn1C1CCCCC1)N1CCN(C2CCCC2)CC1 (stereo not drawn)	i	0.26	1084	2.6	3.2	7.4	5.8	4.9	-0.256	-0.113	0.127	0.542	2.3%	i	13.7	-5.5	872	-6.0%
CC(C)(C)C(=O)Nc1ccc(N2CCCC2)cc1	i	-0.3	1336	1.5	1.8	3.2	-18.7	-13.9	0.707	-0.341	0.467	0.117	-16.8%	i	12.6	1.0	1453	-2.8%
CCNC(=S)NNC(=O)c1cccnc1	i	x	x	1.8	1.3	4.8	0.7	-6.2	-0.29	-0.27	-0.08	0.894	-18.7%	i	-0.1	-1.9	1180	1.8%
Cc1ccc(C2=[N+]([O-])C3(CCCCC3=O)N(O)C2(C)C)cc1 (stereo not drawn)	i	-0.17	935	1.5	1.3	7.8	-18.0	-20.0	0.107	-0.0962	0.443	0.15	-3.5%	i	28.6	2.2	975	-1.9%
CC(C#N)Sc1ncnc2sc3c(c12)CCC3 (stereo not drawn)	i	-0.25	1281	3.8	2.2	8.9	-14.8	-13.9	-0.309	-0.133	0.434	0.367	-5.7%	i	4.8	-4.8	689	-0.2%
O=C(O)c1cccc(COc2ccc3c(c2)CCC3)c1	i	1.62	1120	x	x	x	x	x	1.25	-0.156	0.446	-1.91	2.4%	x	x	-0.7	1371	3.3%
Cc1csc(SCC(=O)Nc2cc(C(C)(C)C)nn2-c2ccccc2)n1	i	-0.33	1437	3.1	2.1	10.1	7.5	1.3	-0.219	-0.25	0.276	0.977	3.0%	i	12.8	-3.9	1056	-0.2%
CC(C)(C)C(=O)/C=C1\NC(=O)CS1	i	0.02	1191	7.6	2.0	1.4	-4.6	6.8	-0.172	-0.35	0.166	0.476	-0.6%	i	-5.4	-2.1	1079	-2.2%
COc1ccc(OCC(=O)OC2CCCN(C)C2)cc1 (stereo not drawn)	i	-0.08	1098	x	x	x	x	x	-0.944	-0.276	-0.859	1.57	-2.0%	x	x	-1.9	1275	0.0%
CCOC(=O)c1ccccc1NC(=O)COc1cc(=O)n(CC)c2ccccc12	i	1.39	845	2.1	1.6	5.5	9.9	19.5	-0.0531	-0.211	-0.204	0.235	27.1%	i	2.1	-0.8	1127	-1.0%
CCOC(=O)c1[nH]c2ccc(Cl)cc2c1NC(=O)c1nonc1C	i	-0.41	1535	2.8	1.4	0.4	16.7	14.9	0.999	0.273	0.458	-1.75	21.6%	i	3.9	-0.7	1394	-0.7%
CCN(CC)S(=O)(=O)c1cc(NC(=O)Cc2n[nH]c(=O)c3ccccc23)ccc1C	i	-0.86	942	x	x	x	x	x	1.92	-0.0966	0.972	-2.19	-11.1%	x	x	1.6	1301	-1.1%
CCNC(=O)N1CCNC(=O)C1CC(=O)Nc1ccc(C(=O)OCC)cc1 (stereo not drawn)	i	0.23	1816	3.2	1.5	3.3	3.3	4.2	0.644	-0.185	0.455	0.159	-1.1%	i	-4.0	-1.6	1045	0.7%
COC(=O)c1cc(Cl)c(NC(=O)/C=C/c2ccc(OC)cc2)cc1OC	i	x	x	25.6*	20.8*	9.7*	-6.2	-11.7	-0.933	-0.311	-0.747	0.46	10.1%	i	-13.8	7.7	908	1.3%
O=C(c1ccccc1)N1CCN=C1SCc1ccc([N+](=O)[O-])cc1	i	-0.59	1466	2.0	2.6	3.9	30.0	14.4	-0.194	-0.185	-0.167	-0.604	-4.3%	i	1.6	-0.1	1032	-0.1%
COc1cc(OC)cc(C(=O)NCc2cccnc2)c1	i	0.59	1288	1.9	0.2	18.1	5.3	14.9	-0.0763	0.242	0.611	2.04	-0.3%	i	-1.7	x	x	-3.0%
CCCCn1c(C)nc2c(=O)n(C)c(=O)[nH]c21	i	-0.07	1309	4.9	3.5	6.9	-11.7	-4.2	-0.591	-0.0233	-0.51	0.744	-10.7%	i	-4.6	-2.9	1190	1.5%
O=C(CSc1nc(-c2ccccc2)ns1)N1CCOCC1	i	0.94	1229	3.0	1.7	0.7	1.6	2.7	-0.781	0.745	-0.162	0.512	-1.1%	i	-20.5	0.1	1164	-1.9%
NC(=O)Cn1nc([N+](=O)[O-])nc1Oc1ccccc1F	i	-0.34	1315	4.7	1.5	4.1	2.2	2.3	-0.532	-0.302	-0.259	0.459	19.5%	i	-39.4	2.8	1104	-1.6%
C=CCN1C=C/C(=C\C=C(C#N)C#N)c2ccccc21	i	0.11	1283	7.3	1.6	4.8	43.5	42.2	2.04	0.047	0.733	-1.15	-4.8%	i	5.4	x	x	4.3%
CCN1CCN(c2nc(Nc3ccc(C)c(C)c3)nc(N)c2[N+](=O)[O-])CC1	i	-0.25	1285	6.7	5.8	5.9	-8.3	-4.4	-0.17	-0.106	0.0195	0.629	-2.9%	i	-2.5	0.6	478	-0.4%
CCC(CO)NCc1sccc1C (stereo not drawn)	i	-0.36	1489	3.3	3.0	7.3	-10.3	-5.7	0.099	-0.134	-0.264	0.325	9.4%	i	-5.8	-0.3	1513	0.2%
Cc1ccccc1NC(=O)c1cccc(OCc2c(C)noc2C)c1	i	-0.07	1115	3.8	2.0	6.8	-33.4	1.0	0.2	-0.258	-0.0142	0.849	16.0%	i	-6.5	-2.8	942	0.0%
Cc1ccc2nc3n(c(=O)c2c1)CCCCC3	i	0.18	1087	3.1	1.6	3.9	-5.7	-2.3	1.02	-0.21	0.585	-0.0333	16.2%	i	-5.6	-0.4	1011	-3.5%
COc1ccccc1OC(C)C(=O)Nc1nc(-c2ccc(S(=O)(=O)N3CCOCC3)cc2)cs1 (stereo not drawn)	i	-1.08	803	2.3	2.0	8.7	-17.6	-7.5	0.872	-0.217	1.3	0.389	13.3%	i	-17.6	3.1	1372	3.3%
CCCCN(Cc1cc2cc(OC)ccc2[nH]c1=O)C(=O)c1ccco1	i	-0.88	891	3.8	3.0	9.8	x	x	-0.453	0.0475	-0.204	0.798	2.1%	i	1.3	x	x	-2.9%
CCc1ccc(-n2c(=O)c3ccccc3n(CC(=O)C(C)(C)C)c2=O)cc1	i	0.1	1530	3.2	1.4	7.0	3.5	7.5	2.63	-0.196	1.31	-1.52	-3.8%	i	18.4	-1.6	1057	-0.8%
CC1=C(C(N)=O)C(c2cccnc2)n2nc(SCc3ccccc3Cl)nc2N1 (stereo not drawn)	i	x	x	1.9	3.0	29.2	-11.7	3.9	1.09	-0.27	0.924	-0.562	-5.8%	i	-2.8	-0.1	425	1.3%
Nc1cccc2[nH]c(C(F)(F)F)nc12	i	-0.71	1321	6.4	2.4	9.3	6.9	-0.9	-0.081	-0.15	-0.268	0.616	44.4%	i	1.3	-0.4	1110	4.1%
CN(c1ccccc1)S(=O)(=O)c1ccc(Cl)c(C(=O)Nc2nc3ccccc3[nH]2)c1	i	-0.7	1209	3.8	3.2	6.3	-1.4	11.9	-0.165	-0.24	-0.445	0.559	15.1%	i	18.3	1.6	908	-0.7%
CN(C)c1nc(Nc2ccccc2)nc(Oc2ccc(=O)[nH]n2)n1	i	x	x	5.5	2.0	8.9	-13.1	-0.6	-0.526	-0.264	-0.0207	1.72	-3.9%	i	-3.1	-0.4	486	1.4%
O=C(O)c1ccc(N=NNc2cccc([N+](=O)[O-])c2)cc1	i	-0.41	1145	2.5	3.1	7.8	-0.3	7.7	-0.484	-0.352	-0.224	0.893	6.6%	i	1.9	-2.0	1116	3.1%
CCOc1ccc(NC(=O)CSc2nc3nc4c(cc3c(=O)n2CC)COC(C)(C)C4)cc1	i	-1.12	1069	x	x	x	x	x	0.0389	-0.238	0.458	0.362	3.9%	x	x	-1.1	1281	1.4%
O=C(Nc1ccc(Br)cc1)N1CCCC(O)C1 (stereo not drawn)	i	-0.66	1140	3.4	1.5	9.3	6.7	5.4	0.699	-0.3	1.05	-1.37	1.6%	i	11.9	-1.0	1037	1.3%
Cc1ccc(C)c(NC(=O)c2ccc3ccccc3n2)c1	i	-1.32	853	1.3	1.4	9.5	23.8	25.8	1.34	0.544	0.711	0.00898	-7.7%	i	-18.4	x	x	-1.6%
CC(=O)Nc1ccc(S(=O)(=O)N2CCN(c3ccc(C)c(Cl)c3)CC2)cc1	i	-1.51	631	6.0	1.9	2.6	26.5	8.7	0.863	-0.217	0.709	0.0854	-2.0%	i	10.2	8.1	1172	0.8%
O=c1c2[nH]c3ccccc3c2ncn1CCN1CCNCC1	i	-0.09	759	3.4	1.6	9.2	-0.3	5.3	2.18	-0.148	1.34	-1.62	-5.5%	i	-9.7	2.5	973	-1.5%
